# Screens deposited in PubChem by National Center for Advancing Translational Sciences (NCATS).
# MBNL1 CUG block = MBNL1-poly(CUG) RNA binding inhibition; Q9NR56; TR-FRET MBNL1-His/biotin-(CUG)12 binding, 665/545 ratio; Potency, µM (series often up to 57.5 µM), for inactives: top-dose activity change, negative = inhibition, usual class: inhibitors; 280,000 tested, 0.036% active; active = well fitted inhibition curve with a large enough effect in the signal ratio, with a control signal flat, not every such curve was filed as active; inconclusive = small, poorly fitted or top-dose-only effect, or effect the other way, or a change in a side signal; inactive = no such curve, though single readings can be large or run the other way; the % refers to the signal ratio; note: potency is the fitted concentration of half-maximal effect; % is set by controls: 0 for no effect and ±100 for the full control effect
#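 His-tagged MBNL1 binding to biotinylated (CUG)12 RNA was measured by TR-FRET using terbium anti-His antibody (0.055 ng/ul final) and streptavidin-XL665 (5 nM final). Compounds were titrated 92 nM to 58 uM; 60 min at room temperature.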
# hERG WT inh = KCNH2 (human, wildtype) channel inhibition. U2OS, BacMam KCNH2, thallium flux FluxOr; active compounds read low. activity change, % at 1.84 µM. 340,000 tested, 0.37% active;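 active = maximum activity change below -70%; inconclusive = maximum activity change between -70% and -50%; inactive = maximum activity change above -50%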; note: % is set by controls: 0 for no effect and ±100 for the full control effect
#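 U2OS cells transduced with wild-type KCNH2 virus are loaded with FluxOr dye for 45 min, and thallium flux is measured in kinetic reads before and after stimulation buffer. Rate constants are normalized to DMSO controls.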
# GALK inh = galactokinase (human) inhibition. P51570. Purified GALK, Kinase-Glo residual ATP luminescence. Potency, µM (doses to about 57.5 µM), inactives show at the highest dose activity change, negative = inhibition, actives largely listed as inhibitors. 270,000 tested, 0.007% active. AID 1868; note: potency is the fitted concentration of half-maximal effect; % is set by controls: 0 for no effect and ±100 for the full control effect
#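 Human GALK (5 nM) with 35 uM ATP and 100 uM galactose in 20 mM HEPES pH 8.0, 5 mM MgCl2, 60 mM NaCl, 1 mM DTT, 0.01% BSA. After 1 h at room temperature, leftover ATP was read by Kinase-Glo Plus luminescence.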
# Menin-MLL TR inh = displaces Texas Red mutant MLL peptide from human menin; 270,000 tested, 0.23% active; Menin + Texas Red MLL mutant peptide, fluorescence polarization; Potency, µM (top dose mostly 61.6 µM), inactives show at the top dose FP activity change, negative = inhibition, usual class: inhibitors; active = well fitted inhibition curve with a large enough effect in the polarisation, with a control signal flat, not every such curve was filed as active; inconclusive = small, poorly fitted or top-dose-only effect, or effect the other way, or a change in a side signal; inactive = no such curve, though single readings can be large or run the other way; the % refers to the polarisation; note: potency is the fitted concentration of half-maximal effect; % of control where 0% means no effect; many of its hits are not listed in these tables
# Target sequence (O00255 whole entry, looked up): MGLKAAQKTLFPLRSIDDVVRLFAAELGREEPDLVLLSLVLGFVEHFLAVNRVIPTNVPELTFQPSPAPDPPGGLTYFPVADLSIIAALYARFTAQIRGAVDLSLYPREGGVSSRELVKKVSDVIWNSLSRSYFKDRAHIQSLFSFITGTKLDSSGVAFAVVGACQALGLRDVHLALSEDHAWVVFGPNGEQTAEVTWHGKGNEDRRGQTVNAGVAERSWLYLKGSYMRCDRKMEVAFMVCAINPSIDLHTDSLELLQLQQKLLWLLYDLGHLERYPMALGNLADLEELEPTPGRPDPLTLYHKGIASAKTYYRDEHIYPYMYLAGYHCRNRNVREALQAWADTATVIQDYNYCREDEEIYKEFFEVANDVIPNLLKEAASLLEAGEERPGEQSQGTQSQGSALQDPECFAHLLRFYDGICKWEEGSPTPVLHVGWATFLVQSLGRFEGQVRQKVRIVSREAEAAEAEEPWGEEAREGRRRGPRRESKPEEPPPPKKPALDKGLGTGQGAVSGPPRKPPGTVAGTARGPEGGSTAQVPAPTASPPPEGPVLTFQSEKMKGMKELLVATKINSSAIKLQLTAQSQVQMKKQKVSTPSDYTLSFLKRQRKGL
# USP2a inh = inhibitors of human ubiquitin-specific protease USP2a; Potency, µM (series often up to 38.3 µM), for the others: top-dose activity change, negative = inhibition, actives largely listed as inhibitors; USP2 core, Ub-CHOP2 coupled fluorogenic reporter, 485/531; 330,000 tested, 0.01% active; O75604;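 note: potency is the fitted concentration of half-maximal effect; plate controls were DMSO wells for no effect and full inhibition by NEM control for full effect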
#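 Deubiquitinase activity read as fluorescence (485/531 nm) after Ub-CHOP2 cleavage activates the enterokinase reporter on its substrate; USP2 core 10nM, Ub-CHOP2 and substrate 25nM each, 30min compound preincubation then 60min RT; data normalized to NEM, curves fitted.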
# TSHR antag = human thyrotropin receptor antagonism | P16473 | TSHR-expressing cells, TSH-stimulated cAMP HTRF, 2 h; active compounds read low | activity change, negative = inhibition, % at 11.5 µM | 330,000 tested, 0.2% active | AID 504810;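 active = activity change below a set negative limit, meaning inhibition stronger than a set level, cut at about -70% in these data; inconclusive = activity change between two set negative limits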; note: % is set by controls: 0 for no effect and ±100 for the full control effect
#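 Read-out is FRET at 665 nm (cryptate excitation 337 nm) from a cryptate-tagged anti-cAMP antibody, competed by cell cAMP against cAMP-d2. Compounds are tested on freshly harvested TSHR cells challenged with 4nM TSH (EC80) for 2 hours at 37 deg C.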
# Mito fusion act = inhibitors of mitochondrial division or activators of mitochondrial fusion. S. cerevisiae fusion-defective mutant growth rescue, CellTiterGlo 48 h. Potency, µM (top dose mostly 46.1 µM), for inactives: at the top dose growth rescue (activation), hits mostly activators. 320,000 tested, 0.23% active. AID 485298;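 note: potency is the fitted concentration of half-maximal effect; % of control where 0% means no effect; nearly all actives have a fitted effect of over 45% in size; temperature-sensitive fusion mutants such as fzo1-1 at 37 °C on non-fermentable ethanol glycerol medium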
#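 Growth-rescue viability read-out: after 48 h at the non-permissive 37C in glycerol/ethanol YPEG, yeast mitochondrial fusion mutants are measured by CellTiterGlo luminescence; compounds (23 nl pinned per well) restoring growth score as division inhibitors or fusion activators.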
# Chronic BCR inh = blocks chronic active B-cell receptor signaling; ABC-DLBCL IkBa-CBG/CBR reporter, luminescence ratio, 4 h; Potency, µM (doses to about 46.1 µM), without a hit: top-dose ratio change, negative = lower green/red ratio, actives largely listed as inhibitors; 340,000 tested, 0.05% active; AID 493014; active = well fitted inhibition curve with a large enough effect in the signal ratio, with a control signal flat, not every such curve was filed as active; inconclusive = small, poorly fitted or top-dose-only effect, or effect the other way, or a change in a side signal; the % refers to the signal ratio;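 note: potency is the fitted concentration of half-maximal effect; plate controls were basal doxycycline-induced cells for no effect and cells given 10 µM MG132 for full effect; MG132 reads +100%, hits lower the ratio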
#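 TMD8 human ABC-DLBCL cells with doxycycline-inducible IκBα–green luciferase fusion and unfused red luciferase, in 0.5% FBS medium; compounds up to 46 uM, 4 h at 37C. Green/red luminescence ratio, filter-overlap corrected, fitted to concentration-response curves.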
# PKM2 act = PKM2 (human) enzyme activation; purified PKM2, Kinase-Glo ATP luminescence, activation; response scale: 0% is enzyme alone, no compound; AID 1631; P14618; 260,000 tested, 0.34% active; Potency, µM (top dose mostly 57.5 µM), for the others: at the top dose activation, most hits filed as activators; note: potency is the fitted concentration of half-maximal effect; % is set by controls: 0 for no effect and ±100 for the full control effect; nearly all actives have a fitted effect of over 55% in size
# Target sequence (P14618 whole entry, looked up): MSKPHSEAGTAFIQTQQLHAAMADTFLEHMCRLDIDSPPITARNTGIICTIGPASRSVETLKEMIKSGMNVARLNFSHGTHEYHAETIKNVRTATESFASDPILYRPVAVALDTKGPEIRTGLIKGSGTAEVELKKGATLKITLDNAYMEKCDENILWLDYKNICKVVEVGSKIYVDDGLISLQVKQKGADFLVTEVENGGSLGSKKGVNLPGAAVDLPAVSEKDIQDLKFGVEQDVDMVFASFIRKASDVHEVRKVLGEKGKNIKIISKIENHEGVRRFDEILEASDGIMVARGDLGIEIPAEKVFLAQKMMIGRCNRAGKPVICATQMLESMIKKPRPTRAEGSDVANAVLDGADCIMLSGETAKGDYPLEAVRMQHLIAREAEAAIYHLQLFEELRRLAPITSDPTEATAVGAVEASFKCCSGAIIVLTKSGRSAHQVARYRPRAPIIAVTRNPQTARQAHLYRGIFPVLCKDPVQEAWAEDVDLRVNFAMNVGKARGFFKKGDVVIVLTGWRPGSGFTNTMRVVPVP
#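 Kinase-Glo luminescence reports ATP generated from ADP (0.1 mM) and PEP (0.5 mM) by purified hPK-M2 after 1 h at room temperature, pH 7.2 imidazole buffer; intermediate enzyme activity allows detecting inhibitors and activators.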
# Eya2 inh = Eya2 (human) phosphatase inhibition; 330,000 tested, 0.006% active; O00167; Potency, µM (series often up to 76.9 µM), for the others: top-dose activity, negative = inhibition, usual class: inhibitors; recombinant Eya2, OMFP fluorescence dephosphorylation (OMFP is methylfluorescein phosphate); note: potency is the fitted concentration of half-maximal effect; % is set by controls: 0 for no effect and ±100 for the full control effect
#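 Eya2 protein (added as 0.2 uM solution) was preincubated with compound for 10 min at ambient temperature in 50 mM HEPES pH 7.5, 50 mM NaCl, 5 uM MgCl2, 0.05% BSA, 1 mM DTT. OMFP (added at 50 uM) then reacted 10 min; fluorescence read at 485/525 nm.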
# ASM inhibitor = inhibitors of human secretory acid sphingomyelinase. 340,000 tested, 0.006% active. placental ASM, HMU-PC fluorogenic substrate, 60 min. P17405. Potency, µM (top dose mostly 57.5 µM), for inactives: at the highest dose activity change, negative = inhibition, hits mostly inhibitors; note: potency is the fitted concentration of half-maximal effect
#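 Human placenta-derived ASM enzyme was preincubated with compound for 10 minutes at room temperature, then given fluorogenic substrate HMU-PC0 (9 uM final) for 60 minutes at 37 °C; a pH 10 stop preceded fluorescence reading at Ex 386/Em 447 nm.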
# Active calls of the source: *; ? = inconclusive; . = no result given; [ ] = another dose, or the depositor's remark. Unless noted, calls come from the whole dose curve; as a rule, active = well fitted curve in the direction sought with a large enough effect; inconclusive = small, poorly fitted or top-dose-only effect, or another doubt; inactive = no such curve, though single readings can be large; an effect the other way counts as inactive or inconclusive. An excerpt; count on the stated rates, not on these rows.
SMILES,MBNL1 CUG block,hERG WT inh,GALK inh,Menin-MLL TR inh,USP2a inh,TSHR antag,Mito fusion act,Chronic BCR inh,PKM2 act,Eya2 inh,ASM inhibitor
CC(=O)NS(=O)(=O)c1ccc(NC(=O)C2C3C=CC(C3)C2C(=O)O)cc1 (stereo not drawn),-16%,-1,2%,5%,4%,29,-8%,3%,-2%,7%,5%
COc1ccc(C2CC(c3ccc4ccccc4c3)=NN2C(=O)CNC2CCCCC2)cc1 (stereo not drawn),11%,60,1%,?,1%,7,0%,-6%,-3%,-3%,-23%
Cn1c(=O)[nH]c(=O)c2c1nc(N1CCC(Cc3ccccc3)CC1)n2Cc1ccccc1,-18%,2,2%,-4%,1%,-2,7%,10%,3%,13%,1%
CSCCC(=O)N1C(C)CCCC1C(=O)O (stereo not drawn),-7%,2,0%,1%,0%,23,3%,6%,-2%,3%,1%
CCN1CCN(c2ccc(NC(=O)c3cccc(F)c3)cc2Cl)CC1,-3%,17,1%,-1%,0%,-7,?,1%,-3%,-12%,5%
COc1ccc(OCC(O)CNS(=O)(=O)c2ccc(C)cc2)cc1 (stereo not drawn),5%,-3,3%,.,1%,3,4%,3%,2%,1%,4%
O=C(COc1ccc(Cl)cc1)N1CCN(C(=O)c2cccs2)CC1,5%,20,6%,?,-1%,-27,2%,?,4%,-11%,3%
O=C(Nc1cccc(Cl)c1)c1ccc2c(c1)SC1=NS(=O)(=O)CCN12,9%,-13,-1%,?,1%,-4,-4%,?,2%,3%,-16%
CCCc1cc(=O)n2[nH]c(C)c(-c3ccccc3)c2n1,1%,-17,2%,-14%,2%,2,0%,3%,-7%,0%,3%
CN1CCC(N2CCCC(C(=O)O)C2)CC1 (stereo not drawn),-5%,5,1%,7%,4%,4,-3%,-3%,4%,27%,2%
CS(=O)(=O)N(Cc1ccco1)CC(O)Cn1cc(C=O)c2ccccc21 (stereo not drawn),-3%,0,0%,-2%,4%,2,0%,11%,-5%,10%,-2%
O=C(O)C=C1C2CC3CC(C2)CC1C3,-6%,-3,-5%,4%,1%,-8,-4%,2%,-5%,1%,3%
Cc1ccc(CNC(=O)C(C)C2Sc3ccccc3NC2=O)cc1 (stereo not drawn),-6%,0,-2%,.,2%,5,1%,-8%,-4%,-3%,2%
CC1(C)CC(=O)C(N=Nc2cc(Cl)c(Cl)c(Cl)c2)=C(O)C1,2%,-4,2%,-10%,0%,0,0%,8%,2%,14%,-5%
Cc1ncc(CN2CCCC(C(=O)Nc3ccc(-c4ccco4)cc3)C2)cn1 (stereo not drawn),?,-12,-3%,.,2%,36,0%,?,.,9%,2%
O=C(O)COc1ccc(/C=N/NC(=O)COc2nsnc2N2CCOCC2)cc1,10%,0,4%,11%,1%,1,1%,-3%,0%,-8%,2%
Cc1csc(SCC(=O)Nc2ccc3c(c2)OCCO3)n1,-10%,0,9%,7%,-2%,-4,3%,?,5%,12%,-3%
CCOc1nc(NC(=O)NS(=O)(=O)Oc2cccc(Cl)c2)nc(-c2ccccc2)n1,-23%,-6,.,7%,2%,-3,3%,2%,-9%,8%,-3%
Cn1nc(Oc2nc(N3CCOCC3)nc(N3CCOCC3)n2)ccc1=O,2%,24,2%,-1%,0%,-8,-1%,-22%,-6%,13%,2%
COc1ccc(N=C(C)C2=C(O)CSC2=O)cc1,-6%,-4,1%,-7%,-5%,12,-3%,?,0%,1%,0%
Cc1cccc(C)c1NC(=O)CN1C(=O)NC(C)(C2CC2)C1=O (stereo not drawn),.,3,.,.,1%,14,.,0%,.,4%,4%
COc1ccc2nc(NC(=O)CCn3cccc3)sc2c1,18%,3,1%,29%,-1%,15,0%,3%,1%,3%,2%
CC(=O)N1CCOc2ccc(S(=O)(=O)N3CCC(C(=O)NCc4ccccc4)CC3)cc21,-2%,-7,-5%,.,2%,8,-3%,1%,.,7%,0%
CC(=O)c1ccc(S(=O)(=O)N2CCN(C(=O)c3ccc(-n4cncn4)c([N+](=O)[O-])c3)CC2)cc1,.,16,.,.,3%,-6,0%,?,.,-23%,3%
O=C(NC(Cc1c[nH]c2ccccc12)C(=O)O)/C(=C\c1ccc2c(c1)OCO2)NC(=O)c1ccccc1 (stereo not drawn),-4%,6,1%,.,5%,22,1%,?,2%,12%,4%

# Further records:
SMILES,MBNL1 CUG block,hERG WT inh,GALK inh,Menin-MLL TR inh,USP2a inh,TSHR antag,Mito fusion act,Chronic BCR inh,PKM2 act,Eya2 inh,ASM inhibitor
CCn1c(SCC(=O)NC2CC2)nnc1-c1cccc(OC)c1,-7%,3,8%,1%,-1%,44,2%,-1%,1%,10%,2%
CCOCC(=O)NCc1ccc2c(c1)OCO2,3%,1,0%,10%,.,.,-4%,.,-5%,.,7%
O=S(=O)(c1cccc2nsnc12)N1CCN(c2ccccc2F)CC1,?,-6,4%,2%,3%,10,16%,11%,8%,8%,-1%
Cc1cc(C)c(S(=O)(=O)NC2CCN(Cc3ccccc3)CC2)c(C)c1,2%,10,2%,.,-12%,9,-4%,?,-19%,?,2%
COC(=O)C(C)N1C(=O)S/C(=C\c2ccc(-c3ccc(C(=O)O)cc3C)o2)C1=O (stereo not drawn),?,4,-1%,33%[activator],-2%,-10,23%,?,.,10%,29%
[O-]/[N+](=C\c1ccccc1)[C@@H]1CCCC[C@@H]1/[N+]([O-])=C/c1ccccc1,4%,2,-1%,-6%,1%,-5,1%,-1%,-4%,-8%,-4%
COc1ccccc1CCNC(=O)c1ccc2nc[nH]c2c1,-3%,-2,4%,.,2%,9,2%,?,-1%,2%,1%
COc1ccc(Cn2c(=O)[nH]c3cc(OC)c(OC)cc3c2=O)cc1,2%,-4,.,.,4%,8,-4%,6%,1%,-20%,9%
C/C(CC(=O)Nc1cc(Cl)ccc1Cl)=N\NC(N)=S,3%,7,-1%,21%,-1%,23,1%,?,7%,-3%,1%
O=C(CN1CCN(S(=O)(=O)c2ccc(F)cc2)CC1)Nc1cccc(C(F)(F)F)c1,4%,10,-2%,.,4%,1,10%,9%,14%,1%,-3%
CS(=O)(=O)Nc1ccc(C(=O)Nc2ccc(S(=O)(=O)Nc3nccs3)cc2)cc1,-1%,-15,-6%,.,1%,-10,-2%,5%,-1%,-6%,1%
C=CC[C@@H](CC(=O)N(CCO)Cc1ccccc1)C(=O)N[C@H](COC(=O)[C@@H](CC=C)CC(=O)OC(C)(C)C)c1ccccc1,.,3,.,.,-15%,-4,.,?,.,-19%,-4%
O=[N+]([O-])c1cnn2cc(Br)cnc12,?,-4,1%,-3%,-2%,-8,-1%,11%,.,0%,3%
COc1ccc(Cl)cc1Nc1nc(NCCO)nc(N2CCCC2)n1,?,-1,1%,10%,1%,-2,3%,0%,-3%,-14%,-1%
Cn1c(CCN2CCOCC2)nc2cc(NS(=O)(=O)c3ccccc3)ccc21,-8%,23,-2%,.,4%,-2,1%,0%,-2%,1%,2%
NC(=O)C1CCN(C2=C(NS(=O)(=O)c3ccc(Br)cc3)C(=O)c3ccccc3C2=O)CC1,?,6,.,-24%,-7%,-1,-5%,23%,-19%,-7%,-5%
Cn1c(CCC(=O)Nc2cc(S(C)(=O)=O)ccc2Cl)nc2cc(S(=O)(=O)N3CCOCC3)ccc21,.,-8,.,.,1%,10,-4%,-8%,.,6%,8%
Cc1cccc(C(=O)NNC(=O)c2ccccc2Br)c1,4%,-6,1%,27%,0%,9,3%,?,0%,-3%,5%
CCc1sc(C(=O)Nc2cc(Cl)ccc2N2CCCCC2)cc1C,-7%,0,0%,-1%,-1%,-8,10%,?,-2%,-9%,-3%
O=C(c1ccc([N+](=O)[O-])cc1)N(Cc1ccc(Cl)cc1Cl)N1C(=O)CCCC1=O,?,-8,-3%,34%[activator],0%,-3,-11%,?,-2%,6%,5%
Cc1cc(C)c(OCC(=O)Nc2nnn(C)n2)c(Br)c1,-6%,8,-4%,0%,0%,-1,1%,-15%,3%,-3%,2%
CCCn1c(=O)c(Br)cn(-c2ccccc2C)c1=O,-3%,-2,1%,.,2%,-2,4%,?,3%,4%,4%
